# MITF act = activators of MITF-driven TRPM1 promoter reporter, primary screen, cell-based, SK-MEL-5, luciferase, single point | SK-MEL-5 TRPM1-promoter luciferase, 24 h; % of positive control, neutral wells = 0 | activation, % at 12.5 µM | 300,000 compounds, 0.75% hits;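 active means mean activation of at least 80% with every replicate also reaching 80%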;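 further: 0% = neutral control wells and 100% = parthenolide positive control wells; values of inactives mirror those of a sister screen read the other way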
# RTF Ca sens act = cardiac RTF calcium sensitivity activators, primary screen, biochemical, IANBD-TnC fluorescence, EC20 calcium; Troponin I, cardiac muscle (Homo sapiens) + Troponin T, cardiac muscle (Homo sapiens) + …; IANBD-labeled TnC RTF fluorescence at EC20 calcium; 0% EC20 calcium, 100% full calcium; activation, % at 7.2 µM; 340,000 compounds, 0.24% hits; AID 493008, 2010;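 active means activation above the mean over all tested compounds plus 3 SD, cut at about 30% in these data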;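 further: rise in fluorescence read as greater calcium sensitivity of cardiac thin filaments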
# CAL PDZ FP-1 = untagged CAL PDZ binding inhibitors, primary screen, biochemical, fluorescence polarization, HTS. AID 602252, 2012. purified CAL PDZ, TMR-peptide fluorescence polarization, 1 h. Golgi-associated PDZ and coiled-coil motif-containing protein (Homo sapiens), Q9HD26. inhibition, % at 24.9 µM. 300,000 compounds, 0.92% hits;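 active means mean inhibition of at least 30% with at least half of replicates also reaching 30%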;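 further: 0% = DMSO neutral control and 100% = excess unlabeled competitor peptide PRC23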
# dFosB act = activators of delta FosB homodimer, primary screen, biochemical, fluorescence polarization, TAMRA-CDK5 oligo, single point; purified delta FosB; percent of positive-control signal above neutral wells; activation, % at 25 µM; 340,000 compounds, 0.99% hits; AID 493131, 2011;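 active means mean activation above about 17%, with every replicate also reaching it, limit read from the data, passing the limit was not always enough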;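 further: fluorescence polarization rise as delta FosB binds a TAMRA Cdk5 AP-1 oligo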
# Rtt109 HAT inh = inhibitors of C. albicans Rtt109/Vps75 HAT, primary screen, biochemical, ThioGlo CoA-SH fluorescence, plate reader; purified Rtt109/Vps75, 4 h; 330,000 compounds, 0.16% hits; inhibition, % at 34.9 µM;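 active means inhibition of at least 50% in every replicate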
# Target sequence (Q5AAJ8 whole entry, looked up): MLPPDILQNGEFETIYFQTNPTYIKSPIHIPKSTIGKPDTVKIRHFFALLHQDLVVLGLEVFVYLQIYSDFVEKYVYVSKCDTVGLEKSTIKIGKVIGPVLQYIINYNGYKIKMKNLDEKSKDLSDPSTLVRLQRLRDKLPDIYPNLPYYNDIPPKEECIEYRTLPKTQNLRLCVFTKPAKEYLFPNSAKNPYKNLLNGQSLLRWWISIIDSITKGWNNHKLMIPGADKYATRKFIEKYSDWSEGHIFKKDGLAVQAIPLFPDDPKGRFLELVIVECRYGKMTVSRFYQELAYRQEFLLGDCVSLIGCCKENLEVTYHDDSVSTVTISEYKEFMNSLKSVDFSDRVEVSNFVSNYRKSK
# Wnt bcat act = Wnt/beta-catenin pathway activators, primary screen, cell-based, plate reader, single point; 300,000 compounds, 1.2% hits; activation, % at 9.35 µM; Wnt/beta-catenin reporter cell assay, activator; in the data active means activation above about 30%, passing the limit was not always enough;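 further: 0% = neutral control wells and 100% = positive control wells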
# CAL PDZ FP-2 = CAL PDZ peptide-binding inhibitors, primary screen, biochemical, fluorescence polarization, Cer-tagged CAL PDZ, HTS; purified CAL PDZ, TMR-peptide fluorescence polarization, 1 h; inhibition, % at 20 µM; 330,000 compounds, 0.02% hits; AID 504414, 2011;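 active means highest replicate inhibition of at least 40%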;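 further: plate controls were DMSO neutral control wells for no effect and unlabeled competitor peptide control wells for full effect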
#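 Material: tagged CAL PDZ protein CerCALP, purified; buffer or medium: sodium phosphate/NaCl buffer pH 7.4 with TCEP, IgG, Thesit; also added: fluorescent TMR peptide probe; schedule: 1 h incubation at room temperature before polarization reading; technique: fluorescence polarization from S- and P-plane intensities, G-factor corrected; control set: unlabelled peptide and DMSO controls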
# Tat transport = E. coli Tat export inhibitors, primary screen, MC4100, TorA-mCherry reporter, fluorescence, single point; inhibition, % at 10 µM; 340,000 compounds, 0.036% hits; AID 488895, 2010;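 active means mean replicate inhibition at least 50% and at least half of replicates individually reaching 50%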;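 further: exported cargo escapes ClpAP degradation while cytoplasmic cargo is degraded and loses fluorescence; 0% = median of neutral control wells and 100% = median of NaSCN control wells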
# V-ATPase pH = regulators of yeast V-ATPase proton pumping, primary screen, pHLuorin cytosolic pH fluorescence. S. cerevisiae. response, % at 10 µM. 350,000 compounds, 0.37% hits; in the data active means response mostly above about 7.3%, no sharp cut-off; inactive means mostly below about 5.4%; further: actives read high; inactives centre near 0; some compounds called inactive have numbers as strong as hits
# CDK5 inh = inhibitors of human CDK5/p35 kinase, primary screen, biochemical, single concentration. AID 488839, 2010. Recombinant CDK5/p35, ADP-Glo luminescence, 60 min. 330,000 compounds, 0.01% hits. Cyclin-dependent kinase 5 (Homo sapiens) + Cyclin-dependent kinase 5 activator 1 (Homo …. inhibition, % at 10 µM;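 active means highest replicate inhibition of at least 50% and at least 75% of replicates reaching 50%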;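 further: plate controls were DMSO neutral control for no effect and GW8510 at 10 µM for full effect; many of its hits are not listed in these tables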
# Target sequence (Q00535 whole entry, looked up): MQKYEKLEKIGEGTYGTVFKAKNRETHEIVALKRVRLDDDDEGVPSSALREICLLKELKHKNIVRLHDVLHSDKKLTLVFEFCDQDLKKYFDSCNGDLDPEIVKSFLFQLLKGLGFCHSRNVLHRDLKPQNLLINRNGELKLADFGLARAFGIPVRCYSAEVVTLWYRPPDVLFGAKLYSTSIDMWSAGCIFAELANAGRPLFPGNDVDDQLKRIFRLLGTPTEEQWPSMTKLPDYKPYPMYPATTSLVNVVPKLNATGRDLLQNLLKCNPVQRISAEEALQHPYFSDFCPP
# Target sequence (Q15078 whole entry, looked up): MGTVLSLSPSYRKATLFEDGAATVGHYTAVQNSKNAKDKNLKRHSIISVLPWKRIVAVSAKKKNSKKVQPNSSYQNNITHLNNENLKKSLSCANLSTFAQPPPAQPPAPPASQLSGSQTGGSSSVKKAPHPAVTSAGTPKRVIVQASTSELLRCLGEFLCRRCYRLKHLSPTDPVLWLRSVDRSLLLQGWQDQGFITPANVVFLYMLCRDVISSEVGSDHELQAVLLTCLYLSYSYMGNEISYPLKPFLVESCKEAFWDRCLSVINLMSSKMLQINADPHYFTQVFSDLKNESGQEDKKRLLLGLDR
# * hit, by the source's call; nt = no result given; + = active, no number.
SMILES,MITF act,RTF Ca sens act,CAL PDZ FP-1,dFosB act,Rtt109 HAT inh,Wnt bcat act,CAL PDZ FP-2,Tat transport,V-ATPase pH,CDK5 inh
COc1ccccc1NC(=O)C(C)N1C(=O)c2ccccc2C1=O (configuration not stated),-14.3,-3.1,-1.5,3.6,-1.2,2.9,nt,-5.5,2.0,-0.7
CC(=O)Nc1ccc(S(=O)(=O)Nc2ccc(S(=O)(=O)N3CCCC3)cc2)cc1,-0.5,-1.9,-2.3,2.2,2.8,-2.2,-1.4,8.6,4.0,-0.4
COc1ccccc1N1CCN(C(=O)CCc2ccc(S(=O)(=O)NCC(C)C)cc2)CC1,-7.5,-4.7,-1.4,-5.1,27.1,-6.4,-0.5,-11.3,-0.9,0.5
O=S(=O)(O)c1ccc(N=NNc2ccc(Br)cc2)cc1,-17.0,1.3,52.2*,-3.9,4.5,2.7,-1.0,-0.7,-0.5,2.0
O=C(CC1c2ccccc2Oc2ccccc21)NCc1ccco1,-3.0,-0.4,-4.8,2.1,2.9,nt,-0.2,-7.3,0.7,2.4
Cn1nnc(NC(=O)c2ccc(Br)o2)n1,10.1,0.8,-1.7,2.6,-3.5,0.8,-1.8,-9.9,5.8,0.3
CC(=O)O/N=C/c1c(N2CCOCC2)n(C)c2ccccc12,-9.9,-3.9,nt,-5.6,-2.0,-4.5,-1.8,6.0,-1.5,0.2
COc1ccc([C@@H]2CC=C(C(=O)O)[C@H](c3ccc(F)cc3)N2S(=O)(=O)c2ccc(Cl)cc2)cc1,3.5,11.2,1.6,-5.4,-7.7,0.9,-5.6,8.0,0.0,0.6
C[C@H](CO)N1C[C@H](C)[C@@H](CN(C)CC2CCCCC2)Oc2ccc(NC(=O)Cn3cnnn3)cc2C1=O,8.7,12.1,-5.0,0.2,10.0,0.2,-1.0,1.6,-5.9,-0.1
CC1(C(=O)NC2CCCCCC2)CCC(=O)N1Cc1ccc2c(c1)OCO2 (configuration not stated),-4.9,-0.5,nt,-4.9,0.8,-2.6,-0.7,0.4,13.4,2.4
Nc1nc(-c2ccccn2)nc(N)c1Cc1c(F)cccc1Cl,-21.3,1.1,-4.5,0.1,-0.8,-1.5,-0.6,5.2,2.3,-0.8
COc1ccc(OC)c(-c2cc(C(=O)N/N=C(\C)c3cccnc3)c3ccccc3n2)c1,-1.1,-1.4,-1.1,-4.6,3.0,-5.5,-1.9,3.9,2.0,0.7
COc1ccc(Cc2nc3ccc(C(=O)NC(C)Cc4ncccc4C)cc3o2)cc1OC (configuration not stated),13.9,-1.7,-4.3,-14.0,1.1,6.3,-3.6,-1.1,0.7,1.5
CC(=O)Oc1ccccc1C(=O)OCCN=C1NS(=O)(=O)c2ccccc21,8.8,-1.1,-3.4,-5.3,-6.9,-1.5,-0.8,2.4,-1.5,2.1
COc1ccc(N2CCN(C(=O)c3sc4ncn(CC(=O)N5CCCCC5)c(=O)c4c3C)CC2)cc1,-8.2,-1.9,-1.8,-0.2,-10.3,-1.2,-2.8,-2.8,1.6,-0.1
COc1ccc(OC)c(C2=NOC(C(=O)Nc3ccc4c(c3)OCCO4)C2)c1 (configuration not stated),8.4,-0.3,-1.7,-7.9,5.6,2.2,-0.1,1.5,5.3,-0.9
CCCn1c(=S)[nH]c2cc(C(=O)N3CCc4ccccc43)ccc2c1=O,-24.3,-2.8,-2.7,50.2*,-16.3,-3.9,0.4,1.0,1.4,-0.6
Cc1cc(N(C)C)c(C#N)c(N2CCCCC2)n1,10.5,3.5,-5.0,-5.4,-0.4,-4.1,-0.9,-3.2,2.0,1.3
Cc1cc(C(=O)NNC(=O)c2ccc(Cl)cc2)c2ccccc2n1,-4.5,-3.7,-2.9,-3.0,4.3,4.2,-1.9,4.7,-0.2,-1.5
O=C(NCCN1CCCC1)c1ccc(Br)cc1,nt,-0.7,-1.1,0.2,-0.5,-0.9,2.1,-12.7,2.4,-1.9
CCCC(O)(CCC)C(=O)NN(C(=O)OC)c1ccccc1,2.3,0.7,1.6,-4.8,0.0,nt,-0.8,-1.6,-0.6,1.5
COc1ccc(CC(=O)Nc2cccc(-c3nnc(-c4ccco4)o3)c2)cc1,-1.9,1.2,-1.6,66.5*,-5.9,nt,-4.8,-5.4,-5.3,-1.2
CCC(=O)N/N=C/c1ccc(-c2ccc(Cl)cc2)o1,44.1,-4.0,-3.6,-2.3,0.7,2.9,-1.1,3.4,-0.1,-2.1
CC1CCCC/C1=N\NC(=S)NCCc1ccccc1 (configuration not stated),18.4,-2.3,nt,-12.9,6.7,-1.7,-1.6,-2.5,-1.8,0.0
CN(CCc1ccccn1)c1ncnc2[nH]ncc12,7.2,1.0,1.1,0.6,-13.6,nt,0.3,-2.1,-0.6,5.3
CC(=O)N1CC=CC1(C)C(=O)NCc1cc(F)cc(C(F)(F)F)c1 (configuration not stated),-4.6,6.0,-0.6,7.3,0.0,-2.9,0.6,-6.8,-0.8,-1.8
CCn1c(CNC(=O)COc2ccc(C(C)C)cc2)nnc1SCC(=O)NC1CCCCC1C (configuration not stated),2.7,2.2,-0.8,-3.9,2.0,-5.8,-1.4,13.1,-0.1,-2.3
CC12CCC(C(=O)OC3CCCCC3)(OC1=O)C2(C)C (configuration not stated),nt,4.1,-8.5,-18.5,2.0,-1.5,-0.5,-10.0,-1.0,1.7
COc1ccc(C(=O)NCCSCc2ccccc2)cc1OC,-2.3,5.8,-4.2,-16.4,-0.3,-2.6,-0.1,-1.7,0.3,0.4
CNC1(C(N)=O)CCNCC1,1.8,-5.7,-2.9,-5.0,2.7,0.1,0.2,-8.8,0.0,-1.0
CC(C)S(=O)(=O)N1CCCC(C(=O)c2cccc(Cl)c2)C1 (configuration not stated),16.8,1.3,3.6,-2.0,-1.0,-1.9,-0.7,14.4,-4.0,1.5
COc1ccc(CC(=O)NNS(=O)(=O)c2ccc(F)cc2)cc1OC,-0.5,8.8,nt,-4.1,-3.1,-0.7,-0.8,1.5,1.5,-1.9
CN(C)CCCC1Sc2ccccc2Sc2ccccc21 (configuration not stated),nt,0.4,8.1,4.6,3.6,-2.5,-1.4,3.9,2.5,-1.5
Cc1cc2c(cc1S(=O)(=O)CCC(=O)Nc1cccc(C(F)(F)F)c1)OCC(=O)N2,-4.6,-4.6,-4.8,-2.4,-17.0,1.9,-3.4,1.7,-4.8,0.3
CC(=O)Nc1ccc(NC(=O)CC2Nc3cccc4cccc(c34)NC2=O)cc1 (configuration not stated),-13.3,3.0,2.2,-7.3,-2.2,nt,-0.3,-3.2,1.1,0.1
NC(N)=NS(=O)(=O)c1ccc(NC(=S)NC(=O)/C=C/c2cccs2)cc1,-14.3,-9.2,-4.1,62.2*,-5.8,-1.5,-1.3,-8.5,1.1,2.6
COc1ccc(S(=O)(=O)NCc2c(-c3ccccc3)noc2C)c(OC)c1,nt,-3.1,nt,9.4,-1.3,-1.1,-0.7,-2.1,-1.4,-3.6
CCC(C(=O)NNC(=O)c1cnccn1)c1ccccc1 (configuration not stated),-10.3,-1.3,3.8,0.6,-11.4,-2.6,-0.5,0.1,-1.1,1.3
O=C(Cc1cccs1)N1CCN=C1SCc1ccc(F)cc1,-10.9,1.8,-3.4,-12.2,-2.9,3.2,-2.9,-12.0,1.7,-0.4
CC(Sc1nc(N)cc(=O)[nH]1)C(=O)NCC(=O)Nc1ccc(F)c(F)c1F (configuration not stated),2.3,-2.0,-2.2,-2.2,12.2,-1.8,-0.5,-2.7,-1.6,0.4
O=C(CCSc1ccccc1Cl)Nc1cccc([N+](=O)[O-])c1,43.0,-6.0,-5.3,-3.4,-3.7,-0.2,-3.4,0.5,1.1,0.8
CCOC(=O)Nc1ccc(S(=O)(=O)N2CCOCC2)cc1,nt,3.4,-1.0,-3.5,5.1,nt,-0.7,-2.2,-3.0,3.8
Nc1c(Cl)cc(N=Nc2ccccc2)cc1Cl,8.3,-0.6,+,-5.9,6.2,1.8,0.1,11.4,1.9,-0.7
CCCCNCc1cc2ccccc2o1,9.6,-2.4,-0.5,-4.5,-14.0,3.4,0.6,-4.9,-0.7,1.3
COc1cc(C(C)=O)ccc1COc1ccc(C(=O)OCC(=O)NC2CCS(=O)(=O)C2)cc1OC (configuration not stated),4.6,7.5,-2.1,-3.3,10.0,-2.8,-1.8,4.1,-1.2,1.5
Cc1ccc(S(=O)(=O)N2CC3(C)CN(S(=O)(=O)c4ccc(C)cc4)CC(C)(C2)C3=O)cc1,-15.7,0.8,-0.5,-3.9,6.3,nt,-0.2,-4.3,-3.4,0.2
Nc1ccc(C(=O)N2N=C(c3ccccc3)CC2(O)C(F)(F)F)cc1 (configuration not stated),-10.8,-2.6,-0.7,0.5,-4.2,-1.2,-0.1,1.3,5.6,0.6
Cc1ccc(C(=O)N(CN2CCCC2=O)c2ccc(F)cc2)cc1,7.3,-5.0,nt,1.1,-0.7,nt,-0.9,-2.6,1.8,-3.4
Nc1nc(SCC(=O)Nc2c(Br)cc([N+](=O)[O-])cc2Br)n[nH]1,10.3,-2.0,-5.1,-3.9,-0.1,0.2,-1.8,-3.4,-2.8,0.3
C#CCNC(=O)C1=C[C@@H](C)[C@H](CCCO)[C@@H](OCC)O1,-11.8,0.9,-1.8,-1.9,-13.0,1.7,1.1,2.7,-5.3,-1.8
O=C(CSc1nnc(-c2ccccc2)o1)OCc1ccccc1,-8.1,-3.4,-6.2,2.8,-1.7,nt,-1.7,-2.3,-5.0,0.7
CCc1ccc2[nH]c(=O)c(CN(CCCO)C(=O)NCc3ccccc3)cc2c1,nt,1.3,-1.4,-4.4,21.2,-3.6,-1.5,-3.3,0.9,-1.5
O=C1CN(C(=O)c2cc([N+](=O)[O-])ccc2Cl)C(c2ccccc2)c2cc(F)ccc2N1 (configuration not stated),-0.1,10.6,-3.4,-2.2,16.6,nt,-0.7,3.1,2.8,0.8

# 3 entries already listed, arranged by their value in MITF act, low to high.
SMILES,MITF act,RTF Ca sens act,CAL PDZ FP-1,dFosB act,Rtt109 HAT inh,Wnt bcat act,CAL PDZ FP-2,Tat transport,V-ATPase pH,CDK5 inh
O=C(CSc1nnc(-c2ccccc2)o1)OCc1ccccc1,-8.1,-3.4,-6.2,2.8,-1.7,nt,-1.7,-2.3,-5.0,0.7
COc1cc(C(C)=O)ccc1COc1ccc(C(=O)OCC(=O)NC2CCS(=O)(=O)C2)cc1OC (configuration not stated),4.6,7.5,-2.1,-3.3,10.0,-2.8,-1.8,4.1,-1.2,1.5
O=C(CCSc1ccccc1Cl)Nc1cccc([N+](=O)[O-])c1,43.0,-6.0,-5.3,-3.4,-3.7,-0.2,-3.4,0.5,1.1,0.8

# Screens as filed in PubChem.
